Source: PubChem
PI5P4K alpha inh = PI5P4K alpha (human) kinase inhibition; PI5P4Kalpha enzyme, ADP-Glo luminescence, 60 min; stronger effect = lower value; max response, %; actives 1.2% (n = 330,000); AID 652105; P48426; active means max response of -50% or lower; inconclusive means between -30% and -50%; inactive means -30% or higher; further: value at the top dose of about 77 µM; on the % scale 0 is the no-effect control and ±100 the full control effect
Target sequence (P48426 whole entry, looked up): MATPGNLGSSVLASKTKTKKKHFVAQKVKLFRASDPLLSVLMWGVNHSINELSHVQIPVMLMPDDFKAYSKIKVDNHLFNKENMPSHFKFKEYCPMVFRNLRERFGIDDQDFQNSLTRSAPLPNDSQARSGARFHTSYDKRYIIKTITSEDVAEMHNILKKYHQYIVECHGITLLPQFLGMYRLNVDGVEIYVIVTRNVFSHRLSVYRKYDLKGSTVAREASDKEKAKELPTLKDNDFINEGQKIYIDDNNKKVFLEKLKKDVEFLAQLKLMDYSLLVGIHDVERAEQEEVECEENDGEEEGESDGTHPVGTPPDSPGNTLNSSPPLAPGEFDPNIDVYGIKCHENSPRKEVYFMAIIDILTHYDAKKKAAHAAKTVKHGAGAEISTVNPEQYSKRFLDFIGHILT
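Compounds were pin-transferred onto PI5P4Kalpha and substrate in HEPES pH 7.4 buffer with EGTA, CHAPS and 5% DMSO. ATP (5 microM final) started the reaction, which ran 60 minutes at room temperature before ADP-Glo detection.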
Abeta yeast res = A-beta toxicity reversal in yeast | Potency, µM (doses to about 46.1 µM), without a hit: at the top dose growth rescue, most hits filed as activators | actives 0.063% (n = 410,000) | AID 1347071 | yeast expressing A-beta42, growth rescue, OD600, 48 h; response scale: 0% DMSO, 100% iron-clioquinol control; further: potency means the concentration at half of the fitted maximal effect; nearly all actives have a fitted effect of over 55% in size
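Yeast A-beta toxicity model in growth medium with pinned compounds, 48 h at 30 C; growth read as absorbance at 600 nm. Normalized to FeCl3/clioquinol equimolar mix (positive) and DMSO (negative).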
PLK1 PBD block = PLK1 (human) polo-box domain binding inhibition; actives 2.8% (n = 360,000); Potency, µM, without a hit: max response, negative = inhibition, usual class: inhibitors; Plk1 PBD binding of FITC phosphopeptide, fluorescence polarization; further: potency means the concentration at half of the fitted maximal effect; series mostly up to about 57 µM; on the % scale 0 is the no-effect control and ±100 the full control effect; nearly all actives have a fitted effect of over 65% in size
Target sequence (P53350 whole entry, looked up, the tested form may be a part): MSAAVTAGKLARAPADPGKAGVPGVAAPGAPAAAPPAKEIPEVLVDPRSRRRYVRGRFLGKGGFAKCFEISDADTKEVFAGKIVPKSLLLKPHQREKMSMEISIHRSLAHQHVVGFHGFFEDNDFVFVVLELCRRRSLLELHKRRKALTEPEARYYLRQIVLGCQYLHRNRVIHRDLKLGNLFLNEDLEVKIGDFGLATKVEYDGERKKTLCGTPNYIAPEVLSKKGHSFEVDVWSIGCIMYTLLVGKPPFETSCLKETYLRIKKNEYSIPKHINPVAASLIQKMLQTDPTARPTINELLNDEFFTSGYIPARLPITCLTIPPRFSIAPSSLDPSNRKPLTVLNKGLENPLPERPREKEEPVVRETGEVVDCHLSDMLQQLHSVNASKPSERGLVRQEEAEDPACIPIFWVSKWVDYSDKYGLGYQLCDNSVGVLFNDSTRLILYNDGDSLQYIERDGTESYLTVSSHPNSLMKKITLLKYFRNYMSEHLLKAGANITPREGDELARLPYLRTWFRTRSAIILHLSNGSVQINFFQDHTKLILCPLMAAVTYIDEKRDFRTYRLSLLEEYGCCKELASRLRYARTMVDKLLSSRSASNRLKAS
FUS suppressor = suppressors of FUS proteinopathy in yeast | S. cerevisiae FUS-expressing, growth rescue, OD600, 24 h | Potency, µM (doses to about 76.6 µM), without a hit: at the top dose growth rescue (activation), most hits filed as activators | actives 0.24% (n = 390,000) | AID 1347120;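 further: potency means the concentration at half of the fitted maximal effect; plate controls were DMSO vehicle for no effect and reference control for full effect; nearly all actives have a fitted effect of over 55% in size; some results filed as inactive show a strong effect at the top dose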
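Compound concentration series was pinned onto galactose-induced FUS-expressing yeast seeded at OD 0.005. Plates sat 24hr at 30C; absorbance at 600 nm gave growth. DMSO served as background control.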
EPAC1 antag = EPAC1 (human) antagonism. EPAC1 GEF assay, Rap1b-BODIPY-GDP exchange fluorescence. Potency, µM (highest dose often 115 µM), for inactives: at the top dose activity change, negative = inhibition, usual class: inhibitors. actives 0.14% (n = 360,000). AID 720709;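 further: potency means the concentration at half of the fitted maximal effect; plate controls were vehicle for no effect and positive control for full effect; nearly all actives have a fitted effect of over 50% in size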
aSyn yeast inh = alpha-synuclein toxicity inhibition in yeast | Potency, µM (top dose mostly 46.1 µM), inactives show top-dose growth rescue (activation), hits mostly activators | Yeast expressing alpha-synuclein, growth rescue, BacTiter-Glo, 24 h | AID 652106 | actives 0.14% (n = 370,000); further: potency means the concentration at half of the fitted maximal effect; % of control where 0% means no effect; nearly all actives have a fitted effect of over 65% in size
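Screening used galactose-induced yeast with toxic alpha-synuclein levels, exposed to compound for 24 hr at 30 deg C. Cell growth, read with BacTiter-Glo luminescence, gave the measured signal.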
IL2 activator = activators of IL-2; activation, % (series mostly up to about 46 µM); actives 0.065% (n = 360,000); IL-2 activation reporter assay, cell-based qHTS; stimulated with anti-CD3/CD4/CD28 beads; in transgenic mouse T cells; AID 652025; in the data active means activation above about 50%; inconclusive means mostly about 30% to 49%; further: 0% is about no effect
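Readout: EGFP and DsRed signals by fluorescent plate cytometry. Unstimulated transgenic mouse T cells received compound 60 min before antibody-bead stimulation, then incubated 18 h at 37 degrees C.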
EPAC1 ag = activates human EPAC1 exchange factor | O95398 | EPAC1 agonist qHTS, biochemical assay; response scale: 100% = response to 6.5 mM cAMP | Potency, µM (titrated, usually from 154 µM), without a hit: top-dose activation, usual class: activators | actives 0.073% (n = 360,000) | AID 720707; further: potency means the concentration at half of the fitted maximal effect; nearly all actives have a fitted effect of over 60% in size
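Nucleotide exchange assay: 100 nM EPAC1 with 250 nM Rap1B loaded with BODIPY-GDP and 50 uM GDP, room temperature. Fluorescence (480/540 nm) read every 5 min for 30 min; signal change normalized to 6.5 mM cAMP as full agonist.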
WRN inhibitor = inhibitors of human WRN helicase. Q14191. WRN helicase unwinding, fluorescent forked duplex, kinetic. Potency, µM (top dose mostly 114 µM), for inactives: at the top dose activity change, negative = inhibition, actives largely listed as inhibitors. actives 0.46% (n = 360,000). AID 651768; further: potency means the concentration at half of the fitted maximal effect; on the % scale 0 is the no-effect control and ±100 the full control effect; nearly all actives have a fitted effect of over 55% in size
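Kinetic red-fluorescence monitoring (525/598 nm) tracks WRN helicase activity after 100 nM fluorophore-quencher forked duplex and 2 mM ATP are added to 20 nM enzyme pretreated 15 min at room temperature with compound.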
The depositor's hits bear a star; ? = inconclusive; nt = no result given; [ ] = another dose, or the depositor's remark. Unless noted, the call rests on the fitted dose curve; in most records, active means well fitted curve in the direction sought with a large enough effect; inconclusive means small, poorly fitted or top-dose-only effect, or another doubt; inactive means no such curve, though single readings can be large; an effect the other way counts as inactive or inconclusive.

Sequence of screens – PI5P4K alpha inh	Abeta yeast res	PLK1 PBD block	FUS suppressor	EPAC1 antag	aSyn yeast inh	IL2 activator	EPAC1 ag	WRN inhibitor
O=C(NCC1CCCN1S(=O)(=O)c1cccs1)c1ccc([N+](=O)[O-])cc1 (stereo not drawn)
→ 0	6%	3%	38%	-10%	0%	-1.8	-1%	-10%
O=C(Nc1cc(Cl)cc(Cl)c1)c1cccc(OC(F)F)c1
→ 18	-93%[inhibitor]	3%	nt	-20%	-70%[inhibitor]	-0.3	23%	-6%
CCc1nc2c(OCCOc3ccccc3)cccn2c1N(C)C(=O)c1cccs1
→ -3	-8%	-1%	29%	-7%	-3%	-0.3	-2%	-3%
Cc1ccc(Cc2cnc(NC(=O)/C(C#N)=C/c3ccc(-c4ccccc4[N+](=O)[O-])o3)s2)cc1
→ 2	5%	7%	14%	-12%	-7%	0.0	8%	-8%
O/N=C/c1ccc2cccc(O)c2n1
→ 1	3%	0%	21%	2%	15%	1.5	6%	-3%
COc1cc(-c2cc3nc(C)c(C)c(=O)n3[nH]2)cc(OC)c1OC
→ nt	-14%	-12%	-9%	9%	-1%	-2.1	1%	-13%
Cc1cc(C)c(NC(=O)Cc2ccc(-n3cccc3)cc2)c(C)c1
→ -18	9%	-10%	nt	3%	5%	-0.2	0%	-22%
Cc1cccc(N2CCN(S(=O)(=O)c3ccc(-c4cc(C)no4)s3)CC2C)c1 (stereo not drawn)
→ 4	-4%	-12%	-9%	-30%	4%	-1.5	17%	-3%
CCc1nnc(NC(=O)CSc2nc(C)cc(C)c2C#N)s1
→ 1	-1%	-4%	-4%	13%	-1%	-2.5	3%	-8%
Clc1ccc(-n2ncc3c(N4CCCC4)ncnc32)cc1
→ 1	-4%	-10%	4%	-11%	-7%	-0.3	1%	-3%
COc1ccccc1NC(=O)CSc1nncn1-c1cccnc1
→ nt	-2%	-5%	26%	0%	-10%	-1.3	6%	-11%
COc1ccc(CCC(C)NCc2ccc(C(F)(F)F)cc2)cc1 (stereo not drawn)
→ 8	-8%	-7%	-4%	-4%	1%	0.8	-2%	-1%
Cc1ccc(N/N=C(\Cc2nc3ccccc3[nH]2)c2ccccc2)cc1
→ -12	6%	?	nt	-3%	13%	-3.3	11%	-27%
CCc1noc(C)c1C(=O)NNC(=O)c1ccccc1
→ 7	-7%	-20%	-24%	7%	-3%	-0.3	-3%	0%
COc1ccccc1S(=O)(=O)Cc1ccc(C(=O)NCc2ccc(C)cc2)o1
→ 3	5%	-6%	-2%	5%	6%	-1.7	6%	-2%
O=S(=O)(c1cnccc1N1CCN(CCO)CC1)N1CCCC1
→ -13	-7%	-9%	-2%	-5%	-1%	-2.6	-1%	0%
COc1ccc(-c2nc3ccc(Br)cn3c2Cc2ccsc2)cc1OC
→ -9	-6%	-17%	8%	7%	11%	0.6	15%	10%
NC(=O)CCN(Cc1ccccc1)S(=O)(=O)c1ccccc1
→ nt	17%	-4%	11%	-6%	5%	-1.5	0%	6%
CCn1c(=O)c2ccccc2n(CC(=O)NC2CCCCC2)c1=O
→ 2	-9%	-18%	25%	-13%	-1%	-2.4	3%	-2%
CN1CCC(N(C)C(=S)Nc2ccc(F)cc2)CC1
→ 6	14%	-11%	-13%	-1%	20%	-0.2	2%	2%
CC(C)CNc1ncnc2c1sc1nc(N3CCOCC3)c3c(c12)CC(C)(C)OC3
→ 12	-11%	-6%	7%	-14%	-5%	-0.2	16%	-6%
Cc1ccc(C)c(SCc2nc3sc(C(=O)O)c(C)c3c(=O)[nH]2)c1
→ ?	5%	?	-4%	-10%	1%	-2.9	-3%	-6%
O=C(N[C@@H](Cc1ccccc1)C(=O)OCc1ccccc1)c1nc[nH]c1C(=O)N1CCNCC1
→ 0	7%	2%	7%	3%	-1%	-1.4	-9%	1%
Cc1ccc(CN2C(=O)CCC2C(=O)NCc2ccc3c(c2)OCO3)cc1 (stereo not drawn)
→ 3	-6%	-9%	3%	-12%	-3%	0.0	-2%	-2%
COc1ccccc1C(=O)NCCn1cc(SCC(=O)Nc2cc(C)on2)c2ccccc21
→ nt	11%	-6%	33%	-12%	1%	4.7	12%	-12%
CCN(C(=O)/C=C/c1ccc(OC)cc1)C1CCS(=O)(=O)C1 (stereo not drawn)
→ -6	-2%	-3%	7%	-11%	-2%	1.1	15%	6%
Cc1sc2c(=O)n3c(nc2c1C(=O)NC1CCCCC1)CCCCC3
→ -3	5%	-27%	-7%	-5%	-6%	-1.3	3%	-1%
COc1ccc(-c2nc(CS(=O)CC(=O)NCC3CCCO3)c(C)o2)cc1 (stereo not drawn)
→ 6	-1%	-15%	-13%	6%	8%	0.3	-15%	2%
CCC(=O)c1ccc(OCC(O)CN2CCCCC2)cc1 (stereo not drawn)
→ nt	-2%	-13%	26%	-2%	-1%	-0.9	4%	0%
CCC(C)c1ccccc1NS(=O)(=O)c1cnn(CC)c1 (stereo not drawn)
→ -2	31%	-12%	4%	1%	-1%	-3.1	-4%	5%
CC(Sc1nncs1)C(=O)Nc1ccc(Cl)cn1 (stereo not drawn)
→ -11	-9%	?	nt	-7%	-15%	0.3	-1%	-12%
O=C(CCCOc1ccccc1)Nc1nncs1
→ 0	18%	-22%	4%	2%	-9%	2.0	2%	-1%
Cc1ccc(NC(=O)CN(C)Cc2nc3ccccc3c(=O)[nH]2)c(Br)c1
→ 14	-2%	-6%	36%	7%	3%	0.4	5%	-11%
CC(C)(C)c1ccc(S(=O)(=O)NCCN2CCOCC2)cc1
→ -4	13%	-5%	-19%	11%	11%	-1.2	12%	10%
CCC(C)C(NC(=O)C(Cc1ccc(O)cc1)NC(=O)OCc1ccccc1)C(=O)OC (stereo not drawn)
→ 4	-8%	-5%	8%	-11%	-6%	-0.2	-16%	7%[57.1 µM]
Cc1cc(C)n(-c2nnc(C)c(=O)[nH]2)n1
→ nt	?	2%	9%	5%	6%	1.4	1%	7%
COC(=O)/C(=C\C(=O)c1ccccc1)Nc1cccc(C(F)(F)F)c1
→ 0	1%	-11%	-13%	1%	7%	-1.6	-7%	1%[11.6 µM]
CCc1cc(=O)oc2c(C)c(OC(C)C(=O)NC3CC(C)(C)NC(C)(C)C3)ccc12 (stereo not drawn)
→ -5	-5%	-15%	7%	-4%	-3%	1.1	-2%	5%
COC(=O)c1ccccc1NC(=O)CSc1nc(NC(=O)c2ccccc2)c2c(C)c(C)oc2n1
→ 5	16%	-9%	0%	-16%	-1%	-0.7	15%	-9%
Cn1c(NCCCO)nc2c1c(=O)n(Cc1ccccc1F)c(=O)n2C
→ nt	6%	-3%	25%	11%	0%	-0.1	4%	-7%
CCc1ccccc1NC(=O)CN1CCN(C(=O)C2CCN(C(=O)/C=C/c3ccccc3)CC2)CC1
→ -1	-2%	-18%	21%	9%	-7%[1.84 µM]	0.4	-6%	9%
Nn1c(SCc2cn3ccsc3n2)nnc1-c1ccncc1
→ 5	2%	1%	10%	-9%	2%	-0.5	25%	4%
Cc1ccc(/C=N/n2c(C3CCCCC3)n[nH]c2=S)o1
→ -9	?	?	30%	-6%	-2%	0.0	-4%	?
C=C1CC(C(=O)N/N=C/c2ccc(O)cc2)C1
→ 0	-2%	-1%	nt	-26%	-2%	0.3	-7%	-4%
COc1cccc(C(=O)NNC(=O)c2ccccc2)c1
→ -1	-6%	4%	-24%	4%	-5%	-3.4	-4%	5%
CC1(C)CC(CC(=O)Nc2ccc([N+](=O)[O-])cc2)C(=O)O1 (stereo not drawn)
→ -1	14%	-1%	-22%	8%	0%	0.0	-3%	4%
Cc1noc(NS(=O)(=O)c2ccc(NC(=O)C(CC(C)C)N3C(=O)c4ccccc4C3=O)cc2)c1C (stereo not drawn)
→ -5	7%	-5%	4%	3%	-2%	0.1	-4%	1%
O=C(Nc1cc2c3c(c1)CC(=O)N3CCC2)c1ccc(Br)o1
→ 4	-6%	4%	37%	-3%	-1%	-5.8	-5%	-2%
CCSc1nnc(NC(=O)c2ccc3ccccc3n2)s1
→ -20	10%	-12%	-1%	-27%	-11%	-0.5	14%	-11%
COc1ccc2c(c1)c(CC(=O)NCc1cc([N+](=O)[O-])ccc1O)c(C)n2C(=O)c1ccc(Cl)cc1
→ 0	6%	-14%	8%	12%	12%	0.7	-6%	?
CN(C)c1ncc(S(=O)(=O)c2ccccc2)c(-c2ccccc2Cl)n1
→ nt	-8%	-2%	21%	0%	-2%	0.3	15%	-1%
CCOC1=C2[C@@H](CN(S(=O)(=O)c3ccc(C)cc3)[C@H]2c2ccccc2Cl)[C@H]2C(=O)N(C(C)(C)C)C(=O)[C@H]2C1
→ 13	5%	-8%	40%	-13%	5%	-0.9	-4%	-5%
Cc1ccccc1N(C(=O)Cc1ccsc1)C(C(=O)NC1CCCCC1)c1ccc(F)cc1 (stereo not drawn)
→ nt	-13%	-8%	-7%	-1%	-2%	0.3	5%	3%
COc1cc(C=O)ccc1OCCOCCOc1c(C)cc(Cl)cc1Cl
→ 3	18%[9.22 µM]	0%	29%	-15%	23%	1.8	-2%	-8%
CCc1nnc(NC(=O)c2ccc(OC)cc2OC)s1
→ nt	-13%	-11%	5%	-22%	1%	-1.0	10%	-2%
O=C(C1CCN(c2nnc(N3CCCC3=O)s2)CC1)N1CCN(Cc2ccc3c(c2)OCO3)CC1
→ -1	7%	-2%	4%	8%	1%	-0.9	6%	-30%
Cc1ccc(CNC(=O)COc2ccc(S(=O)(=O)N3CCOCC3)cc2)cc1
→ -1	-2%	2%	-13%	8%	-2%	4.6	15%	4%
O=C(CSC1=NCCS1)Nc1cccc(F)c1
→ 7	-2%	-4%	-4%	0%	1%	0.1	9%	-8%
CCOC(=O)c1c(NC(=O)C[n+]2ccc(N(C)C)cc2)sc(C)c1C
→ -2	-2%	-1%	5%	-5%	12%	1.2	3%	3%
